From PubChem
Epigenetic derep: derepresses silenced GFP reporter in murine cells; murine LDR cells, GFP reporter derepression, 30 h; Potency, µM (titrated, usually from 53.9 µM), without a hit: at the highest dose GFP activation, actives largely listed as activators; 280,000 compounds, 0.2% hits; note: % of control where 0% means no effect; nearly all actives have a fitted effect of over 60% in size
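In this reporter-derepression format, murine cells bearing a silenced integrated CMV-GFP locus incubate with test compound (30 h, 37 C), then are washed and imaged; fluorescent objects of 20–120 um count as induced cells.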
SMN2 splice enh: SMN2 splice variant enhancement; HEK293 SMN2-luciferase splicing reporter, luminescence, 30-36 h; Potency, µM (top dose mostly 46.1 µM), for inactives: at the highest dose activity change, positive = activation, most hits filed as activators; 210,000 compounds, 2.8% hits; note: % of control where 0% means no effect; nearly all actives have a fitted effect of over 55% in size
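qHTS luciferase splicing reporter: luminescence rises when SMN2 exon 7 is included in transfected HEK293 cells. Compound exposure lasted 30-36 h at 37C, with 4.5 mM final sodium butyrate as control, followed by a ONE-Glo read.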
JMJD2E inh: inhibitors of human JMJD2E histone demethylase; B2RXH2; JMJD2E catalytic domain, FDH-coupled NADH fluorescence (FDH is formaldehyde dehydrogenase); Potency, µM (titrated, usually from 57.1 µM), for the others: at the top dose activity change, negative = inhibition, most hits filed as inhibitors; 230,000 compounds, 1.6% hits; active = well fitted inhibition curve with a large enough effect, not every such curve was filed as active; inconclusive = small, poorly fitted or top-dose-only effect, or another doubt; inactive = no such curve, though single readings can be large or run the other way;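 note: 0% = wells with enzyme and -100% = buffer wells without enzyme; nearly all actives have a fitted effect of over 50% in size; many of its hits are not listed in these tables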
RGS12 GoLoco inh: RGS12 GoLoco-Gai1 interaction inhibition; P63096; Gai1:RGS12 GoLoco peptide FP, rhodamine, 10 min; Potency, µM (doses to about 61.6 µM), inactives show top-dose activity, negative = inhibition, actives largely listed as inhibitors; 230,000 compounds, 0.44% hits; AID 880; active = well fitted inhibition curve with a large enough effect, not every such curve was filed as active; inactive = no such curve, though single readings can be large or run the other way; note: % is set by controls: 0 for no effect and ±100 for the full control effect; nearly all actives have a fitted effect of over 30% in size; many of its hits are not listed in these tables
NPSR antag: neuropeptide S receptor (human) antagonism, cAMP. Q6W5P4. CHO-NPSR cells, cAMP TR-FRET, antagonist mode. Potency, µM (doses to about 38.3 µM), inactives show at the highest dose activity change, negative = inhibition, actives largely listed as inhibitors. 220,000 compounds, 1% hits. AID 1461; note: % is set by controls: 0 for no effect and ±100 for the full control effect; nearly all actives have a fitted effect of over 50% in size; many of its hits are not listed in these tables
Target sequence (Q6W5P4 whole entry, looked up): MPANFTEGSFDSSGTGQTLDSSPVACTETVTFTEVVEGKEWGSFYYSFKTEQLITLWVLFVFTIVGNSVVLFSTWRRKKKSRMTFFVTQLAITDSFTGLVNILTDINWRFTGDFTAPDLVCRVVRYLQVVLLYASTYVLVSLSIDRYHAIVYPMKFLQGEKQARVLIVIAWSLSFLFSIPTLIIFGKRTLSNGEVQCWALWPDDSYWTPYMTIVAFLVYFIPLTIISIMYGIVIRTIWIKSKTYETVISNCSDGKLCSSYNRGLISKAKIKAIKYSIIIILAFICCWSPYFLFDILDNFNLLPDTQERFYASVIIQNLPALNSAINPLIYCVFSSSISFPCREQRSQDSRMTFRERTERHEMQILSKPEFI
RECQ1 inh: blocks DNA unwinding by human RECQ1; P46063; RECQ1 DNA unwinding, red fluorescence kinetic read; Potency, µM (doses to about 57.3 µM), inactives show at the highest dose activity, negative = inhibition, actives largely listed as inhibitors; 240,000 compounds, 0.54% hits; AID 2549;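 note: plate controls were vehicle for no effect and no enzyme for full effect; nearly all actives have a fitted effect of over 30% in size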
Target sequence (P46063 whole entry, looked up): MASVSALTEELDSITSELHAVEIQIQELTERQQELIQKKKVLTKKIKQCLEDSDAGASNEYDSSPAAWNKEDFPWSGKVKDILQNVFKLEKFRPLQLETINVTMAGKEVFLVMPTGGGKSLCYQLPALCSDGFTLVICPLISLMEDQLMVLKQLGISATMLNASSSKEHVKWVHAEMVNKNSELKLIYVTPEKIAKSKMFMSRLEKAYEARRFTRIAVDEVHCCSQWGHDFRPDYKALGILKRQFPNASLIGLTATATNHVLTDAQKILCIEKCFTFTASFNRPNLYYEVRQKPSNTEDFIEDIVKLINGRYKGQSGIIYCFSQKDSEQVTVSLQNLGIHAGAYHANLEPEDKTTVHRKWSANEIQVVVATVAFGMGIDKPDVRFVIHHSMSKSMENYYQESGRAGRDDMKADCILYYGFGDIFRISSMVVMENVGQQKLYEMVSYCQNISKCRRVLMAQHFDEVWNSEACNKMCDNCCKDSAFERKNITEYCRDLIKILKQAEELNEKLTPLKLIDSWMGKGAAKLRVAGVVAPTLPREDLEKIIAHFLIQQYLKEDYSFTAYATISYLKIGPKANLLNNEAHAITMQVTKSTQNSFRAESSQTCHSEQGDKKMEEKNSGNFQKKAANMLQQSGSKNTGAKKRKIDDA
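50 nM RECQ1T1 preincubated 15 min with compound in Tris pH 8.0 buffer with MgCl2, DTT, Tween-20 and 2.5 ug/ml poly(dI-dC); started with 200 nM TAMRA/BHQ-2 forked duplex and 2 mM ATP. Unwinding read as fluorescence (525/598 nm), two reads 2 h apart.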
KinaseGlo FLuc: counter-screen: inhibitors of Kinase-Glo firefly luciferase; 200,000 compounds, 0.28% hits; Kinase-Glo luciferase, ATP luminescence, 8 min; Potency, µM (series often up to 38.3 µM), inactives show at the highest dose activity change, negative = inhibition, most hits filed as inhibitors; Q27757; note: % is set by controls: 0 for no effect and ±100 for the full control effect; nearly all actives have a fitted effect of over 60% in size
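Compounds were added to a substrate mix at pH 7.2 (50 mM imidazole, 10 uM ATP, within the enzyme's linear range), followed by Kinase-Glo detection reagent; luminescence was measured after 8 minutes at ambient temperature.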
IMPase Li cell: IMPase inhibition in cells with lithium potentiation | CHO-M1 cells, IP1 TR-FRET (IP-One), carbachol + lithium | Potency, µM (doses to about 59.4 µM), inactives show top-dose activity, negative = IMPase inhibition, usual class: inhibitors | 210,000 compounds, 0.35% hits;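 note: IP1 builds up when IMPase is blocked and the TR-FRET signal falls; plate controls were basal vehicle for no effect and high inhibitor control for full effect; nearly all actives have a fitted effect of over 50% in size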
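CHO cells stably expressing M1 receptor (2000/well, cultured 16–30 h) treated 30 min at 37C with compound plus low lithium. Cytosolic IP1 by TR-FRET (665/620 ratio and 620 channel) after 10 min lysis; AC50 by Hill fit.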
Numbers without * were called inactive; [ ] = remark or other dose. Unless noted, calls come from the whole dose curve; as a rule, active = well fitted curve in the direction sought with a large enough effect; inconclusive = small, poorly fitted or top-dose-only effect, or another doubt; inactive = no such curve, though single readings can be large; an effect the other way counts as inactive or inconclusive. Potency is the fitted concentration of half-maximal effect. Not all compounds are listed (hit frequency here may not be typical).

Results for CN1CCN(CC(C)(C)NS(=O)(=O)c2ccc(Cl)cc2)CC1 ?
Epigenetic derep: -5.5%; SMN2 splice enh: -18%; JMJD2E inh: 3%; RGS12 GoLoco inh: -8%; NPSR antag: 0%[46.1 µM]; RECQ1 inh: inconclusive; KinaseGlo FLuc: -1%; IMPase Li cell: 3%[38.3 µM]

Results for CC(C)CCn1c(SCC(N)=O)nc2c1c(=O)n(C)c(=O)n2C ?
Epigenetic derep: 6.9%; SMN2 splice enh: 9%; JMJD2E inh: 7%; RGS12 GoLoco inh: -3%; NPSR antag: -2%[46.1 µM]; RECQ1 inh: -14%; KinaseGlo FLuc: 1%; IMPase Li cell: 0%[38.3 µM]

Results for O=C(N/N=C/c1ccco1)c1ccc(OCc2ccccc2)cc1 ?
Epigenetic derep: -0.3%; JMJD2E inh: 2%; RGS12 GoLoco inh: 13%; NPSR antag: -2%; RECQ1 inh: -6%

How did c1ccc2sc(SCCSc3nc4ccccc4s3)nc2c1 do in these assays?
SMN2 splice enh: -8%[9.22 µM]; RGS12 GoLoco inh: 3%[14.2 µM]; KinaseGlo FLuc: -2%[7.66 µM]; IMPase Li cell: -3%

Results for COc1ccc(C2OC(=O)CC2C(=O)NC2CCCC(C)C2C)cc1OC (stereo unspecified) ?
Epigenetic derep: 0.0%; SMN2 splice enh: -1%; JMJD2E inh: -1%; RGS12 GoLoco inh: 13%; NPSR antag: -2%[46.1 µM]; RECQ1 inh: 2%; KinaseGlo FLuc: -2%; IMPase Li cell: 22%[38.3 µM]

What do the screens show for `COC(=O)c1ccc(CSc2nnc3ccccn23)o1`?
Epigenetic derep: 0.4%; SMN2 splice enh: 1%; JMJD2E inh: -25%; RGS12 GoLoco inh: -3%; NPSR antag: -25%[46.1 µM]; RECQ1 inh: inactive; KinaseGlo FLuc: 6%; IMPase Li cell: -16%[38.3 µM]

What do the screens show for `CCOC(=O)C1=C(C)NC(C)=C(C(=O)OCC)C1c1ccc([N+](=O)[O-])s1`?
Epigenetic derep: 1.6%; JMJD2E inh: -4%; RGS12 GoLoco inh: 2%; NPSR antag: 59%; RECQ1 inh: -9%

What do the screens show for `O=C1CN(CC(=O)Nc2ccc(Cl)cc2)CCN1`?
Epigenetic derep: -3.0%; SMN2 splice enh: -51%[inhibitor]; JMJD2E inh: 11%; RGS12 GoLoco inh: 5%; NPSR antag: -3%[46.1 µM]; RECQ1 inh: -9%; KinaseGlo FLuc: 4%; IMPase Li cell: -2%[38.3 µM]

What do the screens show for `O=C(Oc1ccccc1)c1ccc(COC(=O)c2cnccn2)cc1`?
Epigenetic derep: -1.1%; SMN2 splice enh: 6%; JMJD2E inh: 1%; RGS12 GoLoco inh: 0%; NPSR antag: -9%[46.1 µM]; RECQ1 inh: 0%; KinaseGlo FLuc: -14%; IMPase Li cell: 17%[38.3 µM]

How did Cc1ccc(NC(=O)/C(=C/c2cccs2)NC(=O)c2ccco2)c(C)c1 do in these assays?
Epigenetic derep: 1.1%; SMN2 splice enh: 1%; JMJD2E inh: 1%; RGS12 GoLoco inh: 5%; NPSR antag: -11%[46.1 µM]; RECQ1 inh: -13%; KinaseGlo FLuc: -1%; IMPase Li cell: 0%

How did O=C1CN(C(=S)NC(=O)c2ccc(-c3ccccc3)cc2)CCN1 do in these assays?
Epigenetic derep: -1.2%; SMN2 splice enh: 27%; JMJD2E inh: -4%; RGS12 GoLoco inh: 11%; NPSR antag: 7%; RECQ1 inh: -2%; KinaseGlo FLuc: 0%; IMPase Li cell: 4%

What do the screens show for `CCn1c(C)c2c(C)nnc(C)c2c1C`?
Epigenetic derep: 0.0%; SMN2 splice enh: -1%; JMJD2E inh: inconclusive; RGS12 GoLoco inh: 7%; NPSR antag: -2%[46.1 µM]; RECQ1 inh: -2%; KinaseGlo FLuc: 1%; IMPase Li cell: 33%[activator][38.3 µM]

How did O=C(NCC1CCCO1)c1ccc(Oc2ccc([N+](=O)[O-])cc2)cc1 (stereo unspecified) do in these assays?
Epigenetic derep: -0.1%; SMN2 splice enh: -21%; JMJD2E inh: -4%; RGS12 GoLoco inh: 6%; NPSR antag: 6%; RECQ1 inh: inactive; KinaseGlo FLuc: -2%; IMPase Li cell: 2%

What do the screens show for `CCOC(=O)c1cccc(NC(=O)CSc2nnc(-c3ccncc3)n2CCCOC)c1`?
Epigenetic derep: 2.5%; SMN2 splice enh: -10%; JMJD2E inh: 5%; RGS12 GoLoco inh: 8%; NPSR antag: -8%[46.1 µM]; RECQ1 inh: -7%; KinaseGlo FLuc: -2%; IMPase Li cell: -7%[38.3 µM]

How did CC(=O)c1c(C)[nH]c(C(=O)OC2CCOC2=O)c1C (stereo unspecified) do in these assays?
Epigenetic derep: -1.0%; JMJD2E inh: -2%; RGS12 GoLoco inh: -2%; NPSR antag: 3%[46.1 µM]; RECQ1 inh: -9%; KinaseGlo FLuc: 4%; IMPase Li cell: -5%[38.3 µM]

Results for O=C(NCCc1ccc(F)cc1)c1cc(-c2ccncc2)nc2ccccc12 ?
Epigenetic derep: 0.0%; JMJD2E inh: 4%; RGS12 GoLoco inh: 45%[activator]; NPSR antag: 18%; RECQ1 inh: -6%

What do the screens show for `Cc1ccc(NC(=O)c2ccccc2OCC(=O)Nc2cccc(Cl)c2C)nc1`?
Epigenetic derep: 4.8%; SMN2 splice enh: 5%; JMJD2E inh: 2%; RGS12 GoLoco inh: -7%; NPSR antag: -11%; RECQ1 inh: 0%; KinaseGlo FLuc: 1%; IMPase Li cell: 13%

What do the screens show for `COc1ccc(N(C)C(=O)CCC(=O)Nc2ccc3nc(N4CCOCC4)cc(C)c3c2)c(OC)c1`?
Epigenetic derep: 2.2%; JMJD2E inh: -2%; NPSR antag: 26%[46.1 µM]; RECQ1 inh: -5%

What do the screens show for `CCOc1ccccc1N1C(=O)c2ccc(C(=O)Nc3cccnc3)cc2C1=O`?
Epigenetic derep: 1.8%; SMN2 splice enh: 3%; JMJD2E inh: -9%; RGS12 GoLoco inh: 6%; NPSR antag: -10%[46.1 µM]; RECQ1 inh: inactive; KinaseGlo FLuc: -1%; IMPase Li cell: 26%[38.3 µM]

Results for S=c1[nH]nc(CCCc2n[nH]c(=S)o2)o1 ?
Epigenetic derep: 0.0%; JMJD2E inh: -23%; RGS12 GoLoco inh: -13%; NPSR antag: 10%; RECQ1 inh: inactive

How did CCc1nc2ccccc2c(C(=O)NCc2ccccc2)c1C do in these assays?
Epigenetic derep: -1.2%; JMJD2E inh: inconclusive; RGS12 GoLoco inh: -9%; NPSR antag: 7%; RECQ1 inh: inactive; KinaseGlo FLuc: -2%; IMPase Li cell: 3%

How did O=C(/C=C/c1ccc(Cl)cc1)NC(=S)Nc1ccc(CN2CCOCC2)cc1 do in these assays?
Epigenetic derep: 4.5%; JMJD2E inh: 2%; RGS12 GoLoco inh: 7%; NPSR antag: 16%; RECQ1 inh: 7%; KinaseGlo FLuc: -1%; IMPase Li cell: -12%

What do the screens show for `Cc1ccc(S(=O)(=O)NC(=NCC(=O)O)c2ccccc2)cc1`?
Epigenetic derep: -1.0%; SMN2 splice enh: -6%; JMJD2E inh: 4%; RGS12 GoLoco inh: 1%; NPSR antag: 7%[46.1 µM]; RECQ1 inh: 4%; KinaseGlo FLuc: 2%; IMPase Li cell: 7%[38.3 µM]

Results for CN(C)C(=O)c1cc(C(=O)c2ccc(C(F)(F)F)cc2F)c[nH]1 ?
Epigenetic derep: 1.1%; SMN2 splice enh: -32%[inhibitor]; JMJD2E inh: 7%; RGS12 GoLoco inh: -15%; NPSR antag: 1%; RECQ1 inh: -2%; KinaseGlo FLuc: -1%; IMPase Li cell: -1%

What do the screens show for `O=C(O)CCN(CCC(=O)O)c1nnc(SCc2ccccc2)s1`?
Epigenetic derep: -0.9%; SMN2 splice enh: -1%; JMJD2E inh: -22%; RGS12 GoLoco inh: 12%; NPSR antag: -15%[46.1 µM]; RECQ1 inh: -8%; KinaseGlo FLuc: 3%; IMPase Li cell: -8%[38.3 µM]

Results for Cc1ccc(S(=O)(=O)N2CC(O)C[C@H]2C(=O)OCC(=O)c2ccccc2)cc1 (stereo partly specified) ?
Epigenetic derep: 0.0%; SMN2 splice enh: 16%; JMJD2E inh: 0%; RGS12 GoLoco inh: 14%; NPSR antag: 1%; RECQ1 inh: 7%; KinaseGlo FLuc: 1%; IMPase Li cell: 4%

What do the screens show for `COc1ccc(/C=C/C(=O)C2CC2)cc1COc1c(C)cccc1C`?
Epigenetic derep: 2.4%; SMN2 splice enh: -71%[inhibitor]; JMJD2E inh: 3%; RGS12 GoLoco inh: -4%; NPSR antag: -56%; RECQ1 inh: -2%; KinaseGlo FLuc: 1%; IMPase Li cell: 20%

How did Cn1nccc1C(=O)N1CCN(c2ccc(F)cc2)CC1 do in these assays?
Epigenetic derep: -1.0%; SMN2 splice enh: -5%; JMJD2E inh: -5%; RGS12 GoLoco inh: -16%; NPSR antag: 0%[46.1 µM]; RECQ1 inh: 5%; KinaseGlo FLuc: 11%; IMPase Li cell: -4%

Results for CCn1c(=N)n(CC(O)c2ccco2)c2ccccc21 (stereo unspecified) ?
Epigenetic derep: 1.8%; SMN2 splice enh: -5%; JMJD2E inh: -21%; RGS12 GoLoco inh: 6%; NPSR antag: 8%[46.1 µM]; RECQ1 inh: 1%; KinaseGlo FLuc: -2%; IMPase Li cell: 22%[38.3 µM]

What do the screens show for `O=C(O)c1cc(Cl)c(Cl)cc1C(=O)N1CCCC1`?
Epigenetic derep: 0.0%; SMN2 splice enh: 6%; JMJD2E inh: -3%; RGS12 GoLoco inh: 9%; NPSR antag: -15%[46.1 µM]; RECQ1 inh: -1%; KinaseGlo FLuc: 2%; IMPase Li cell: -7%[38.3 µM]

How did CCCCNc1ccc(S(=O)(=O)c2cccc([N+](=O)[O-])c2)cc1[N+](=O)[O-] do in these assays?
Epigenetic derep: -3.2%; SMN2 splice enh: -58%[inhibitor]; JMJD2E inh: -5%; RGS12 GoLoco inh: -1%; NPSR antag: -25%; RECQ1 inh: -8%; KinaseGlo FLuc: 0%; IMPase Li cell: 2%

Results for O=C(Oc1ccc(-c2cnc3ccccc3n2)cc1)c1ccc(Br)o1 ?
Epigenetic derep: 2.9%; SMN2 splice enh: inconclusive; JMJD2E inh: -3%; RGS12 GoLoco inh: 3%; NPSR antag: -3%[46.1 µM]; RECQ1 inh: -5%; KinaseGlo FLuc: 9%; IMPase Li cell: inconclusive
